MRP1 act = activates MRP-1. H69AR cells + doxorubicin, viability rescue, CellTiter-Glo. viability increase, % at 10 µM. hit rate 0.61% among 140,000. AID 799;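 active = viability gain under doxorubicin at or above a set limit, the compound median plus 3 SD, cut at about 4.7% in these data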;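 also: MRP-1 overexpressing cells given doxorubicin 25 µM after compound pretreatment; 18-22 h compound pretreatment then 72 h with doxorubicin before readout; 0% = doxorubicin-only wells and 100% = vehicle-treated cells without doxorubicin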
NPY Y2 blocker = NPY-Y2 (human) receptor antagonism; P49146; NPY-Y2 expressing cells, antagonist mode; inhibition, % at 2.7 µM; hit rate 0.99% among 140,000; AID 793; in the data active = inhibition above about 17%;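 also: 0% = vehicle with agonist challenge and 100% = reference antagonist with challenge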
Target sequence (P49146 whole entry, looked up): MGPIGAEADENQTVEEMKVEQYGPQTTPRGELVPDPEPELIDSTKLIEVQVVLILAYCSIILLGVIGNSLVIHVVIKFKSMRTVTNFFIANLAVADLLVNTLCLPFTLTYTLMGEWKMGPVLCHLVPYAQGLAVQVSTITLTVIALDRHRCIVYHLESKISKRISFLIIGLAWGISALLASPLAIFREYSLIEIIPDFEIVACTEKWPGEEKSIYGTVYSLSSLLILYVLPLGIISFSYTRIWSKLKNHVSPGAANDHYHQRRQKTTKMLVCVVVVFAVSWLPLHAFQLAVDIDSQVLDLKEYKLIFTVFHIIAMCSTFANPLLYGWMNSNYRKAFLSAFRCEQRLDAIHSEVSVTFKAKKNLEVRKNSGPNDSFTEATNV
GALR2 antag = blocks the human galanin receptor 2 | O43603 | hit rate 0.39% among 140,000 | AID 828 | GALR2-expressing cells, antagonist mode | inhibition, % at 4 µM; in the data active = inhibition above about 27%;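 also: cells stimulated with galanin 1-16 at roughly its EC80; 0% = agonist challenge control and 100% = basal control without agonist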
Target sequence (O43603 whole entry, looked up): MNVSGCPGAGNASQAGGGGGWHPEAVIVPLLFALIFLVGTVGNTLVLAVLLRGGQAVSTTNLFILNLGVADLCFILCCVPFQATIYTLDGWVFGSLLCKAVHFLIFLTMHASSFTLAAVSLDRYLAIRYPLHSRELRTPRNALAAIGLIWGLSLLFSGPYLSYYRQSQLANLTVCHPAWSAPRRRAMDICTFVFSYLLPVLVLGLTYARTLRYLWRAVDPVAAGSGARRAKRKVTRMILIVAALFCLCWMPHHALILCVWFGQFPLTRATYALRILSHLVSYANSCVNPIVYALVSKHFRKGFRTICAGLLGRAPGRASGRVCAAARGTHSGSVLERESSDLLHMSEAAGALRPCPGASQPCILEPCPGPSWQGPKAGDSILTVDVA
E-sel TNF inh = TNF alpha driven E-selectin expression inhibition. HUVEC TNFa-induced E-selectin immunofluorescence, high content. inhibition, % at 2 µM. hit rate 0.71% among 120,000;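 active = inhibition above the batch mean plus 3 SD, and confirmed as a hit on visual image review, cut at about 43% in these data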;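 also: 0% = TNF-stimulated DMSO wells and 100% = unstimulated control wells; not every result past the cut was called active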
Yeast lifespan up = extends the lifespan of yeast; S. cerevisiae growth with nicotinamide, OD615; deaD strain in restrictive glucose medium; inhibition of the nicotinamide effect, % at 10 µM; hit rate 0.68% among 130,000;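 active = inhibition above a set limit, placed 3 SD over the median of all compounds, cut at about 26% in these data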;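 also: 0% = nicotinamide-treated wells and 100% = cells grown without nicotinamide; some compounds called inactive have numbers as strong as hits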
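Test system – modified budding yeast, DeaD strain · Compound – single dose 10 µM compound, 0.25% DMSO · Times – culture preincubation 4 h, compound exposure 48 h, both 30 °C · Detection – optical density (absorbance) at 615 nm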
PTEN del growth = suppresses growth of cells with PTEN deletion; AID 827; hit rate 1.2% among 140,000; HCT116 PTEN-null viability, CellTiter-Glo, 60 h; stronger effect = lower value; viability, % at 10 µM;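 active = viability at or below a set limit, 4 SD under the median of all tested compounds, cut at about 3.7% in these data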;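 also: PTEN knockout HCT116 line with beta catenin targeted HCT116 as companion control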
Phagocytosis inh = macrophage phagocytosis inhibition | hit rate 0.07% among 110,000 | J774A.1 macrophage IgG-bead phagocytosis, imaging | inhibition, % at 5 µM;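 active = inhibition above the mean of the plate negative controls plus 5 SD, cut at about 13% in these data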;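 also: phagocytic index as fraction of beads internalized from green versus red external bead signal; plate controls were DMSO negative control for no effect and cytochalasin-D positive control for full effect; some results beyond the cut were filed as inactive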
Measles CPE = protection of cells from measles virus; Measles virus-infected cells, CPE protection, absorbance; protection (pct of control), % at 4 µM; hit rate 1.5% among 140,000; in the data active = protection mostly above about 24%, no sharp cut-off; inactive = mostly below about 26%; also: some compounds called inactive have numbers as strong as hits
bCat KO growth = beta-catenin-lacking colon tumor cell growth suppression; HCT116 beta-catenin knockout viability, CellTiter-Glo, 60 h; stronger effect = lower value; viability, % at 10 µM; hit rate 1.5% among 140,000; AID 818;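 active = viability at or under a set limit, the compound median less 4 SD, cut at about 6% in these data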;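 also: 0% = Hyamine 1622 control at 20 µM and 100% = untreated cell control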
Yeast growth inh = chemicals that inhibit yeast BB579 growth in restrictive medium (lifespan-shortening candidates); inhibition, % at 10 µM; S. cerevisiae BB579 growth, OD615, 48 h; hit rate 0.51% among 140,000;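 active = inhibition above a set limit, 3 SD over the mean compound inhibition, cut at about 44% in these data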; also: inactives centre near -24
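System: DeaD yeast strain BB579; buffer or medium: CSMM-D dextrose restrictive medium; technique: OD at 615 nm; schedule: 4 h cell preincubation, 48 h compound exposure, 30 °C humidified; doses: single 10 µM dose; controls: amphotericin B 10 µg/mL, positive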
* marks the source's active call; other numbers are inactive results; . = not tested or not shown; & = joins results of further samples. Random draw from the library (roughly 6.1% active in at least one column).

SMILES	MRP1 act	NPY Y2 blocker	GALR2 antag	E-sel TNF inh	Yeast lifespan up	PTEN del growth	Phagocytosis inh	Measles CPE	bCat KO growth	Yeast growth inh
Cc1cc(C)c2c(c1)/C(=N/NC(=S)Nc1ccc(F)cc1)CCC2	-0.2	1	3	-21	-9	93	0	6	99	-13
COc1ccc(Cl)cc1C(=O)NCC#N	-1.4	-1	2	-20	-20	100	.	17	96	-28
O=c1cc(CO)oc(CN2CCN(c3cccc(C(F)(F)F)c3)CC2)c1O	3.0	2	-12	-1	-7	71	1	10	70	-22
CC1(C)CC(=O)C2=C(C1)N(c1ccc(F)cc1)C(=O)C2(NC(=O)c1ccccc1)C(F)(F)F (centres undefined)	-0.6	-1	-2	-2	5	103	-11	15	97	-77
O=C1CN(C(=O)COC(=O)c2ccccc2NC(=O)c2ccco2)c2ccccc2N1	-1.6	-1	8	-13	-15	96	-1	23	94	-59
COc1ccccc1N(O)C1CC(=O)N(c2ccc(Br)cc2)C1=O (centres undefined)	-0.6	0	7	-31	-10	86	-1	7	96	-45
CCCCc1ccc(NS(=O)(=O)N(C)C)cc1	-2.3	5	12	-27	-10	85	1	12	87	-27
COc1ccc(C(C(=O)NC(C)(C)C)N(C(=O)CNC(=O)c2cccs2)c2ccc(C(C)C)cc2)cc1OC (centres undefined)	-2.1	3	-6	22	-14	70	.	5	80	-17
O=c1cc(CSc2nnc(COc3ccccc3)o2)c2ccccc2[nH]1	-1.1	3	2	-25	-10	98	0	5	102	4
NC(=O)C1CCN(C(=O)CN2CCCc3ccccc32)CC1	-0.5	1	11	-11	-1	98	2	14	95	-31
COc1ccc(OC)c(C2/C(=C(/O)c3ccccc3)C(=O)C(=O)N2Cc2ccco2)c1 (centres undefined)	-2.4	1	-8	4	16	89	-5	47	95	-17
Cc1ccc(C)n1-n1c(C)nc2scc(-c3ccccc3)c2c1=O	-3.1	6	-6	-5	-10	81	-1	4	88	-45
Cc1ccc(C(O)c2cccnc2)o1 (centres undefined)	-0.8	-1	3	-13	-7	93	0	15	82	-26
CC(NC(=O)CCOc1ccccc1)c1ccccc1 (centres undefined)	-1.2	0	-12	.	-4	99	0	4	93	-12
COc1ccc(C(=O)CN(C(=O)c2ccc(Cl)cc2)N2C(=O)C3CCCCC3C2=O)cc1 (centres undefined)	-0.9	4	-4	8	-4	92	-1	1	94	-25
COc1ccccc1NC(=O)CSc1nnc(-c2ccco2)n1Cc1ccco1	-3.8	3	0	.	-7	84	0	25	89	-15
CC(C)(O)C#Cc1ccc(C(=O)N2CCN(c3ccccc3)CC2)cc1	-1.1	1	0	15	13	95	-5	2	95	-46
COc1ccc(Cl)cc1-n1c(C)ccc1C	-3.3	0	-2	15	-1	17	-2	3	16	-26
O=S(=O)(NC1CCCCC1Oc1ccccc1)c1ccccc1 (centres undefined)	-2.1	1	-4	-4	-2	84	-7	13	83	-14
CCn1c(NC(=O)c2ccco2)c(-c2ccccc2Cl)c(=O)c2ccccc21	-3.1	0	3	-29	-9	89	0	5	87	-38
CCn1c(SCc2ccc(C)cc2)nnc1-c1nn(-c2ccccc2)ccc1=O	-0.9	2	2	-12	-4	88	.	11	103	-27
CCOC(=O)C1=C(c2ccccc2)Nc2ncnn2C1c1cc(OC)ccc1OC (centres undefined)	-4.0	1	12	-3	-16	90	-1	7	99	-18
CC(=O)Nc1nonc1-c1nc2ccccc2n1Cc1ccccn1	-2.3	0	2	.	-6	100	-1	5	95	-12
Cc1ccc(NC(=O)c2sc(Cl)nc2C)c(C)c1	-1.0	1	6	.	-5	103	-3	5	100	-18
O=C(CCl)N1N=C(c2ccco2)CC1c1cccs1 (centres undefined)	-5.2	0	29*	70*	19	1.9*	-11	2	3.2*	-11
CC(=O)NS(=O)(=O)c1ccc(NC(=O)c2cc(-c3ccc(C)cc3)nc3ccccc23)cc1	-0.7	4	0	.	-4	96	8	7	102	-24
COC(=O)CSc1nnc(-c2cccnc2)n1-c1cc(OC)cc(OC)c1	-0.4	-2	4	9	-11	110	-1	8	105	17
O/N=C1/C2C3C(Br)C4C5CC(C1C53)C24 (centres undefined)	-0.1	4	15	-9	6	107	-1	2	97	-56
O=C(NCCCO)c1nnc(Cc2c(F)cccc2Cl)o1	-0.2	-1	4	-14	1	99	-2	3	93	-32
O=C(CSc1nccn1-c1ccc(Cl)cc1)Nc1ccc2c(c1)OCO2	0.2	13	9	-8	-11	82	-2	3	77	-27
CCc1ccc(NC(=O)C(=O)c2cn(CC(=O)N3CCCCC3)c3ccccc23)cc1	2.1	6	8	14	4	73	-5	19	80	-5
Cc1cc2c(c(=O)n1C1CC1)C(c1cccc(Cl)c1)C(C#N)=C(N)O2 (centres undefined)	0.5	1	13	.	-1	90	0	5	99	-52
CCOC(=O)c1cc2cc(CC(=O)c3ccc(OCC)cc3O)ccc2o1	-0.9	-2	11	-19	1	106	1	19	92	-60
Cc1ccccc1-c1nc(Cc2ccccc2)no1	0.8	5	-7	-19	-17	110	-1	4	101	-26
NS(=O)(=O)c1ccc(Nc2ncccc2[N+](=O)[O-])cc1	0.2	3	-9	4	-2	118	-1	3	105	-16
CCC(=O)Nc1cccc(NC(=O)c2ccc(C)c([N+](=O)[O-])c2)c1	0.0	0	19	-79	-9	97	-1	3	93	-49
O=C(NN=c1c(=O)c2ccccc2c1=O)c1ccccc1	-4.1	2	3	-5	-17	97	-1	5	80	-35
CCC(=O)N(CCc1ccccc1)Cc1cc2cc3c(cc2[nH]c1=O)OCO3	-3.5	2	-6	13	-10	91	.	14	95	-25
CCOC(=O)c1ccc(-n2c(=S)sc3c(=O)[nH]c(C)nc32)cc1	-2.3	4	10	-16	-5	103	-5	10	97	22
CC1(C)CC(C(CCN(Cc2ccccc2)C(=O)c2ccco2)c2ccc(F)cc2)CCO1 (centres undefined)	-5.1	33*	-9	.	11	38	-6	27	41	-48
CCOC(=O)N1CCN(S(=O)(=O)c2ccc(F)c(C(=O)Nc3cc(C)cc(C)c3)c2)CC1	-3.2	4	6	15	-9	87	-4	3	96	-9
O=C1CC(N2CCC(c3nc4ccccc4o3)CC2)C(=O)N1c1ccc(Cl)c(C(F)(F)F)c1 (centres undefined)	-1.6	3	-9	-15	-2	83	2	0	88	-8
O=C(COC(=O)c1n[nH]c2ccccc12)NC(=O)NC1CCCCC1	-3.5	4	-8	.	-14	82	0	5	92	-32
Clc1cc(Cl)cc(Nc2ncn[nH]2)c1	-0.9	0	-5	-16	-23	89	0	20	90	-35
C=C(C)Cc1c(C)c(C#N)c2nc3ccccc3n2c1N1CCCCC1	-3.1	1	-14	-2	0	78	-1	21	89	-14
COc1ccc(C2CC(=O)c3cnc(N)nc3C2)c(OC)c1 (centres undefined)	0.1	4	-1	-2	-11	88	-1	2	99	-47
O=C(NCc1ccco1)c1ccc(Cn2c(=O)c3sccc3n(Cc3cccc(F)c3)c2=O)cc1	0.5	0	-7	.	-4	85	0	13	85	-56
FC(F)(F)c1cc(Oc2ccccc2)nc(-c2ccccn2)n1	-2.3	1	-5	-16	7	91	.	14	82	-14

Retrieved one by one from above:
SMILES	MRP1 act	NPY Y2 blocker	GALR2 antag	E-sel TNF inh	Yeast lifespan up	PTEN del growth	Phagocytosis inh	Measles CPE	bCat KO growth	Yeast growth inh
O=C(NCc1ccco1)c1ccc(Cn2c(=O)c3sccc3n(Cc3cccc(F)c3)c2=O)cc1	0.5	0	-7	.	-4	85	0	13	85	-56
FC(F)(F)c1cc(Oc2ccccc2)nc(-c2ccccn2)n1	-2.3	1	-5	-16	7	91	.	14	82	-14
O=C(COC(=O)c1n[nH]c2ccccc12)NC(=O)NC1CCCCC1	-3.5	4	-8	.	-14	82	0	5	92	-32

Other records
SMILES	MRP1 act	NPY Y2 blocker	GALR2 antag	E-sel TNF inh	Yeast lifespan up	PTEN del growth	Phagocytosis inh	Measles CPE	bCat KO growth	Yeast growth inh
CSc1nc2[nH]c3c(c2c2ncnn12)CCCC3	-1.3	7	27	.	-9	81	.	14	75	2
O=C(Cn1ncn2cccc2c1=O)N1CCCCC1	1.0	1	-2	-14	3	101	1	8	92	4
CCCC(C)NC(=O)c1ccc(OCc2ccc(Cl)cc2)c(OC)c1 (centres undefined)	-2.8	9	7	.	-3	74	-17	.	82	-26
COc1nc2ccc(C)cc2cc1-c1noc(-c2ccccc2)n1	-2.2	3	-9	-60	-26	90	.	6	82	-53
CCOC(=O)c1c(NC(=O)CSc2nnc(C)s2)sc2c1CCC(C)C2 (centres undefined)	0.8	23*	-21	-37	.	82	.	7	79	-26
O=C1C2C3C=CC(C3)C2C(=O)N1c1ccccc1 (centres undefined)	-0.3	-2	2	3	-2	87	0	11	92	-17
Cc1cc(C)c(-c2c(O)c3cccc4c3n(c2=O)CCC4)c(C)c1	-0.1	3	0	20	.	88	.	14	80	-32
Cc1cc(=O)n2nc(-c3ccc(C(F)(F)F)cc3)sc2n1	1.3	6	2	-5	-10	96	2	8	93	28
Cc1ccc(C(C(=O)NCC2CCCO2)N(Cc2ccccc2F)C(=O)Cn2nnc(-c3cccs3)n2)cc1 (centres undefined)	-2.4	12	2	-2	-8	90	-1	9	87	-20
COCCCNC(=O)c1ccc2c(=O)n(CC3CCCO3)c(=S)[nH]c2c1 (centres undefined)	-2.4	1	7	27	-23	107	.	5	95	-49
COc1cc(/C=N/Nc2snc(SC)c2C#N)ccc1O	-5.7	-2	26	.	-23	53	.	11	58	-20
CC(=O)c1oc2ccccc2c1N	-1.6	4	4	-24	-21	84&93	0	10	89	-31
CCOC(=O)C1=C(C)N=c2s/c(=C\c3ccc(OC(C)=O)cc3)c(=O)n2C1/C=C/c1ccccc1 (centres undefined)	6.7*	2	-1	10	-1	90	-2	5	91	-18
CC(Sc1ccc(Cl)cc1)C(=O)Nc1ccc2c(c1)OCO2 (centres undefined)	-2.4	11	7	15	.	82	.	16	93	-47
CCOCCCNC(=O)c1cc2c(-c3ccc(Cl)cc3)nn(C)c2s1	-5.7	3	-2	0	-5	57	.	9	57	-23
O=C(NCc1cccnc1)c1ccc2c(=O)n(CCCN3CCCC3=O)c(=S)[nH]c2c1	-0.3	0	3	.	0	104	0	11	102	-92
CCOCCCNC(=O)CCC(=O)NNc1nc2ccccc2c2nc(-c3ccccc3)nn12	-2.1	3	4	.	-1	74	-2	18	76	-45
Cc1ccc(NC(=S)NNC(=O)c2ccc(N3CCOCC3)c([N+](=O)[O-])c2)cc1Cl	-3.1	9	5	-4	-4	62	-5	15	79	-32
CN(C)CCC(c1ccc(Cl)cc1)c1ccccn1 (centres undefined)	-0.5	-1	3	.	3	105	.	13	97	-40
O=C(O)CN(c1ccccn1)S(=O)(=O)c1ccc(Cl)cc1	-1.1	3	1	8	-1	109	.	29	97	-23
COc1ccc(Br)c2oc(SC)cc(=O)c12	-2.9	1	7	.	-3	100	.	9	95	23
COc1ccccc1NS(=O)(=O)c1ccc(Cl)c(NC(=O)C(C)N2C(=O)c3ccccc3C2=O)c1 (centres undefined)	-0.5	3	-8	.	-2	89	1	14	93	-17

Source: PubChem (several laboratories)
